Compound activity as filed in PubChem BioAssay.
INS-1E rescue – preserves ATP levels in cytokine-treated INS-1E cells; INS-1E cytokine-induced death, ATP luminescence, 48 h; normalised: neutral wells 0, positive control 100; protection from cytokine-induced ATP loss, % at 10 µM; 20,000 tested, 0.1% active;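 active = mean replicate protection from cytokine-induced ATP loss at least 50% and at least 75% of replicates each reaching 50%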
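assay system = INS-1E rat insulinoma cells | amount = 8000 cells per well | medium = phenol-red-free RPMI with 5% fetal bovine serum | doses = one compound concentration, pin transfer | timing = 48 h cytokine plus compound treatment, 10 min reagent incubation | also added = IL-1β, TNF-α and IFN-γ cytokine mix | signal = CellTiter-Glo luminescence measuring cellular ATP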
T cruzi intra – inhibitors of intracellular Trypanosoma cruzi; 22,000 tested, 4.9% active; activity score (inhibition), % at 5.01 µM; intracellular Trypanosoma cruzi in host cells, plate reader; in the data active = activity score above about 55%;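 also: parasites and compound incubated about four days before reading; 0% = median of neutral control wells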
* hit, by the source's call; · = no result given. The list is partial, so the mix of outcomes need not match the whole.

SMILES	INS-1E rescue	T cruzi intra
C[C@@H]1CCCCO[C@@H](CN(C)C(=O)CCCN(C)C)[C@@H](C)CN([C@H](C)CO)C(=O)c2cc(NC(=O)Nc3ccc4c(c3)OCO4)ccc2O1	12	-32
C[C@@H]1CCCCO[C@@H](CN(C)S(=O)(=O)c2ccc(Cl)cc2)[C@@H](C)CN([C@H](C)CO)C(=O)c2cc(NC(=O)Nc3ccc4c(c3)OCO4)ccc2O1	2	20
C[C@@H]1CN([C@@H](C)CO)C(=O)c2cccc(NC(=O)c3cnccn3)c2O[C@H]1CN(C)Cc1ccc2c(c1)OCO2	-1	2
C[C@@H]1CCCCO[C@H](CN(C)S(=O)(=O)c2ccc(F)cc2)[C@@H](C)CN([C@H](C)CO)C(=O)c2cc(NS(=O)(=O)c3ccc(F)cc3)ccc2O1	-4	19
Cc1noc(C)c1S(=O)(=O)Nc1ccc2c(c1)CC(=O)N([C@@H](C)CO)C[C@H](C)[C@@H](CN(C)C)O2	12	-14
C[C@H]1CN([C@@H](C)CO)C(=O)c2cc(NC(=O)C3CCCCC3)ccc2O[C@H]1CN(C)C(=O)Nc1cccc2ccccc12	·	5
COc1cc(/C=N/NC(=O)CCCCCCC(=O)Nc2ccccc2O)ccc1O	-6	5
C[C@H]1CN([C@@H](C)CO)C(=O)CCCn2nncc2CO[C@H]1CN(C)C(=O)c1ccncc1	3	-31
C[C@H]1CN([C@@H](C)CO)C(=O)c2cccc(NC(=O)Nc3ccc4c(c3)OCO4)c2O[C@H]1CN(C)C	3	-11
Cc1noc(C)c1S(=O)(=O)Nc1ccc2c(c1)C(=O)N([C@@H](C)CO)C[C@H](C)[C@@H](CN(C)CC1CC1)O2	-3	4
COC(=O)CCCCCCC(=O)N/N=C/c1ccc(NC(=O)OC(C)(C)C)cc1	13	0
C[C@@H]1CCCCO[C@H](CN(C)C(=O)NC2CCCCC2)[C@@H](C)CN([C@H](C)CO)C(=O)c2cc(NC(=O)C3CCCCC3)ccc2O1	6	13
C[C@H](CO)N1C[C@H](C)[C@H](CN(C)C(=O)Nc2ccc(C(F)(F)F)cc2)Oc2ccc(NC(=O)CCN3CCOCC3)cc2CC1=O	5	0
COc1ccc(S(=O)(=O)N(C)C[C@H]2Oc3c(NC(=O)c4ccc(-c5nccs5)cc4)cccc3C(=O)N([C@@H](C)CO)C[C@H]2C)cc1	1	21
Cc1noc(C)c1S(=O)(=O)Nc1cccc2c1O[C@H](CN(C)Cc1ccc(C(=O)O)cc1)[C@@H](C)CN([C@@H](C)CO)C2=O	6	-21
C[C@@H]1CN([C@H](C)CO)C(=O)c2cccc(NS(=O)(=O)c3ccc(F)cc3)c2O[C@@H]1CN(C)Cc1ccc(C(F)(F)F)cc1	-2	23
CC(C)NC(=O)Nc1cccc2c1O[C@@H](CN(C)S(=O)(=O)c1ccccc1)[C@@H](C)CN([C@@H](C)CO)C2=O	3	-10
C[C@@H]1CCCCO[C@@H](CN(C)C(=O)c2ccncc2)[C@@H](C)CN([C@H](C)CO)C(=O)c2cc(N(C)C)ccc2O1	6	-2
CC(C)NC(=O)Nc1cccc2c1O[C@@H](CN(C)Cc1ccncc1)[C@@H](C)CN([C@@H](C)CO)C2=O	2	-15
C[C@@H]1CN([C@@H](C)CO)C(=O)Cc2cc(NC(=O)CCC(F)(F)F)ccc2O[C@@H]1CN(C)C(=O)Nc1ccc(F)cc1	-3	-1
C[C@H](CO)N1C[C@H](C)[C@H](CN(C)S(=O)(=O)c2ccc(F)cc2)Oc2ccc(NC(=O)Nc3ccccc3)cc2CC1=O	2	14
C[C@@H]1CN([C@H](C)CO)C(=O)c2cccc(NC(=O)Nc3ccc4c(c3)OCO4)c2O[C@@H]1CN(C)S(=O)(=O)c1cccs1	-3	2
C[C@H]1CN([C@@H](C)CO)C(=O)c2cc(NS(=O)(=O)c3ccc(F)cc3)ccc2O[C@H]1CN(C)S(=O)(=O)c1ccc(Cl)cc1	·	7
C[C@H](CO)N1C[C@H](C)[C@@H](CN(C)S(=O)(=O)c2ccc(Cl)cc2)OCc2cn(nn2)CCCC1=O	·	-2
C[C@@H]1CCCCO[C@H](CN(C)S(=O)(=O)c2cn(C)cn2)[C@@H](C)CN([C@H](C)CO)C(=O)c2cc(NC(=O)Nc3cccc4ccccc34)ccc2O1	-4	-3
SMILES	INS-1E rescue	T cruzi intra
Cc1noc(C)c1S(=O)(=O)Nc1cccc2c1O[C@@H](CN(C)S(=O)(=O)c1cccs1)[C@@H](C)CN([C@H](C)CO)C2=O	2	9
COc1ccc(NC(=O)N(C)C[C@@H]2Oc3ccc(NC(=O)Nc4ccc(F)cc4)cc3C(=O)N([C@H](C)CO)C[C@@H]2C)cc1	2	-6
CC(C)NC(=O)N(C)C[C@H]1Oc2c(NC(=O)c3cnccn3)cccc2C(=O)N([C@@H](C)CO)C[C@H]1C	12	18
Cc1noc(C)c1S(=O)(=O)Nc1ccc2c(c1)CC(=O)N([C@H](C)CO)C[C@@H](C)[C@@H](CN(C)S(C)(=O)=O)O2	-6	3
C[C@H]1CN([C@@H](C)CO)C(=O)CCCn2cc(nn2)CO[C@@H]1CN(C)C(=O)OCc1ccccc1	·	-13
C[C@@H]1CN([C@@H](C)CO)C(=O)c2cc(NC(=O)CCCN(C)C)ccc2O[C@H]1CN(C)Cc1ccc(-c2ccccc2)cc1	-3	-8
C[C@@H]1CN([C@H](C)CO)C(=O)c2cc(N(C)C)ccc2O[C@@H]1CN(C)Cc1ccncc1	-6	-10
C[C@@H]1CN([C@@H](C)CO)C(=O)CCCn2cc(nn2)CO[C@H]1CN(C)C(=O)Nc1ccccc1	·	-8
COc1ccc(NC(=O)N(C)C[C@H]2Oc3ccc(NS(=O)(=O)c4ccc(OC)cc4)cc3C(=O)N([C@H](C)CO)C[C@H]2C)cc1	-2	-21
C[C@@H]1CN([C@H](C)CO)C(=O)Cc2cc(NC(=O)CCC(F)(F)F)ccc2O[C@@H]1CN(C)Cc1ccc(-c2ccccc2)cc1	-28	-10
COc1ccc(S(=O)(=O)N(C)C[C@H]2Oc3c(NS(=O)(=O)c4ccc(Cl)cc4)cccc3C(=O)N([C@@H](C)CO)C[C@@H]2C)cc1	5	14
COc1ccc(S(=O)(=O)N(C)C[C@H]2Oc3ccc(NC(=O)Cc4cn(C)c5ccccc45)cc3C(=O)N([C@@H](C)CO)C[C@H]2C)cc1	·	-9
C[C@@H]1CN([C@@H](C)CO)C(=O)c2cc(NC(=O)c3ccncc3)ccc2O[C@@H]1CN(C)S(C)(=O)=O	15	-8
C[C@H](CO)N1C[C@H](C)[C@@H](CN(C)C(=O)Nc2ccc(C(F)(F)F)cc2)Oc2ccc(NC(=O)CCC(F)(F)F)cc2C1=O	-5	-20
C[C@@H]1CN([C@@H](C)CO)C(=O)c2cccc(NC(=O)C3CCOCC3)c2O[C@H]1CN(C)Cc1ccccc1	5	0
COc1ccc(NC(=O)N(C)C[C@H]2Oc3ccc(NC(=O)Nc4ccc5c(c4)OCO5)cc3C(=O)N([C@H](C)CO)C[C@H]2C)cc1	3	-7
COc1ccc(S(=O)(=O)N(C)C[C@H]2Oc3c(NC(=O)Nc4c(C)noc4C)cccc3C(=O)N([C@@H](C)CO)C[C@H]2C)cc1	10	-13
C[C@@H]1CN([C@@H](C)CO)C(=O)c2cc(N(C)C)ccc2O[C@H]1CN(C)Cc1ccc(-c2ccccc2)cc1	-8	23
COc1ccc(NC(=O)Nc2ccc3c(c2)C(=O)N([C@@H](C)CO)C[C@@H](C)[C@@H](CN(C)C(=O)Nc2ccc4c(c2)OCO4)O3)cc1	7	-7
C[C@H]1CN([C@@H](C)CO)C(=O)c2cccc(NS(=O)(=O)c3cccs3)c2O[C@H]1CN(C)C(=O)Nc1ccc2c(c1)OCO2	12	22
COc1ccc(S(=O)(=O)N(C)C[C@@H]2Oc3ccc(NS(=O)(=O)c4ccc(F)cc4)cc3CC(=O)N([C@@H](C)CO)C[C@@H]2C)cc1	0	8
COc1ccc(NC(=O)N(C)C[C@@H]2Oc3c(NC(=O)c4nc5ccccc5s4)cccc3C(=O)N([C@H](C)CO)C[C@@H]2C)cc1	-4	21
C[C@@H]1CN([C@@H](C)CO)C(=O)c2cc(NS(=O)(=O)c3ccc(Cl)cc3)ccc2O[C@H]1CN(C)Cc1ccc(C(=O)Nc2ccccc2N)cc1	2	30
C[C@H](CO)N1C[C@H](C)[C@@H](CN(C)CC2CC2)Oc2c(NC(=O)c3nc4ccccc4s3)cccc2C1=O	-18	27
C[C@@H]1CN([C@@H](C)CO)C(=O)c2cc(NC(=O)Nc3cccc4ccccc34)ccc2O[C@@H]1CN(C)S(=O)(=O)c1ccc(F)cc1	-13	28
SMILES	INS-1E rescue	T cruzi intra
C[C@@H]1CN([C@H](C)CO)C(=O)Cc2cc(NS(C)(=O)=O)ccc2O[C@H]1CN(C)Cc1ccc(C(=O)O)cc1	7	-12
C[C@@H]1CN([C@H](C)CO)C(=O)Cc2cc(NC(=O)CCN3CCOCC3)ccc2O[C@@H]1CN(C)Cc1ccc(C(F)(F)F)cc1	-1	-13
C[C@H](CO)N1C[C@H](C)[C@H](CN(C)Cc2ccc3c(c2)OCO3)Oc2ccc(NC(=O)CCC(F)(F)F)cc2C1=O	2	7
C[C@@H]1CN([C@H](C)CO)C(=O)c2cc(NC(=O)Nc3ccc(C(F)(F)F)cc3)ccc2O[C@H]1CN(C)S(=O)(=O)c1ccc(Cl)cc1	-17	10
C[C@H]1CN([C@@H](C)CO)C(=O)c2cccc(NC(=O)Nc3ccccc3)c2O[C@@H]1CN(C)C	3	-10
C[C@H]1CN([C@@H](C)CO)C(=O)c2cc(NC(=O)Nc3ccc4c(c3)OCO4)ccc2O[C@H]1CN(C)Cc1ccccc1	·	3
C[C@H]1CN([C@@H](C)CO)C(=O)c2cc(NC(=O)NC3CCCCC3)ccc2O[C@H]1CN(C)S(=O)(=O)c1ccccc1	-1	2
C[C@H]1CN([C@@H](C)CO)C(=O)c2cccc(N(C)C)c2O[C@@H]1CN(C)C(=O)Nc1ccccc1	1	-32
CC(C)NC(=O)Nc1ccc2c(c1)C(=O)N([C@H](C)CO)C[C@H](C)[C@H](CN(C)Cc1ccccc1)OCCCC[C@@H](C)O2	5	-1
C[C@H]1CN([C@@H](C)CO)C(=O)c2cc(NC(=O)Cn3cnnn3)ccc2O[C@@H]1CN(C)C(=O)NC1CCCCC1	7	1
C[C@H]1CN([C@@H](C)CO)C(=O)c2cccc(NC(=O)c3nc4ccccc4s3)c2O[C@H]1CN(C)S(=O)(=O)c1ccccc1	-39	77*
COc1ccc(NC(=O)Nc2ccc3c(c2)C(=O)N([C@@H](C)CO)C[C@@H](C)[C@H](CN(C)S(=O)(=O)c2ccc(OC)cc2)O3)cc1	-16	-13
C[C@H]1CN([C@@H](C)CO)C(=O)CCCn2nncc2CO[C@@H]1CN(C)C(=O)CCC(F)(F)F	7	-17
Cc1noc(C)c1NC(=O)Nc1cccc2c1O[C@H](CN(C)Cc1ccc(C(=O)O)cc1)[C@@H](C)CN([C@H](C)CO)C2=O	1	-16
C[C@H](CO)N1C[C@H](C)[C@H](CN(C)Cc2ccc(C(=O)Nc3ccccc3N)cc2)Oc2ccc(NC(=O)Cc3ccccc3)cc2CC1=O	45	64*
C[C@@H]1CN([C@H](C)CO)C(=O)c2cc(NC(=O)Nc3ccccc3)ccc2O[C@H]1CN(C)C(=O)Nc1ccc(F)cc1	-4	10
C[C@H](CO)N1C[C@H](C)[C@H](CN(C)C(=O)Nc2ccc(C(F)(F)F)cc2)Oc2ccc(NC(=O)C3CCCCC3)cc2C1=O	-26	29

Compounds above that contain a CF3 group, in the order listed:
SMILES	INS-1E rescue	T cruzi intra
C[C@H](CO)N1C[C@H](C)[C@H](CN(C)C(=O)Nc2ccc(C(F)(F)F)cc2)Oc2ccc(NC(=O)CCN3CCOCC3)cc2CC1=O	5	0
C[C@@H]1CN([C@H](C)CO)C(=O)c2cccc(NS(=O)(=O)c3ccc(F)cc3)c2O[C@@H]1CN(C)Cc1ccc(C(F)(F)F)cc1	-2	23
C[C@@H]1CN([C@@H](C)CO)C(=O)Cc2cc(NC(=O)CCC(F)(F)F)ccc2O[C@@H]1CN(C)C(=O)Nc1ccc(F)cc1	-3	-1
C[C@@H]1CN([C@H](C)CO)C(=O)Cc2cc(NC(=O)CCC(F)(F)F)ccc2O[C@@H]1CN(C)Cc1ccc(-c2ccccc2)cc1	-28	-10
C[C@H](CO)N1C[C@H](C)[C@@H](CN(C)C(=O)Nc2ccc(C(F)(F)F)cc2)Oc2ccc(NC(=O)CCC(F)(F)F)cc2C1=O	-5	-20
C[C@@H]1CN([C@H](C)CO)C(=O)Cc2cc(NC(=O)CCN3CCOCC3)ccc2O[C@@H]1CN(C)Cc1ccc(C(F)(F)F)cc1	-1	-13
C[C@H](CO)N1C[C@H](C)[C@H](CN(C)Cc2ccc3c(c2)OCO3)Oc2ccc(NC(=O)CCC(F)(F)F)cc2C1=O	2	7
C[C@@H]1CN([C@H](C)CO)C(=O)c2cc(NC(=O)Nc3ccc(C(F)(F)F)cc3)ccc2O[C@H]1CN(C)S(=O)(=O)c1ccc(Cl)cc1	-17	10
C[C@H]1CN([C@@H](C)CO)C(=O)CCCn2nncc2CO[C@@H]1CN(C)C(=O)CCC(F)(F)F	7	-17
C[C@H](CO)N1C[C@H](C)[C@H](CN(C)C(=O)Nc2ccc(C(F)(F)F)cc2)Oc2ccc(NC(=O)C3CCCCC3)cc2C1=O	-26	29
